High-throughput results (PubChem BioAssay)
KDM5B inh = blocks human KDM5B histone demethylase activity; KDM5B demethylase, FDH-coupled NADH fluorescence (FDH is formaldehyde dehydrogenase); Potency, µM (doses to about 57.7 µM), without a hit: top-dose activity change, negative = inhibition, most hits filed as inhibitors; actives 2.6% (n = 220,000); AID 1347165; active means well fitted inhibition curve with a large enough effect; inconclusive means small, poorly fitted or top-dose-only effect; inactive means no such curve, though single readings can be large or run the other way; further: 0% is about no effect; nearly all actives have a fitted effect of over 70% in size
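Coupled FDH/NAD⁺ fluorescence readout. KDM5BΔAP 200 nM final; compound titration, 10 min RT preincubation; substrate mix 12.5 µM H3K4me3, 25 µM 2-OG, 50 µM Fe(II), 100 µM ascorbate, 0.25 mM NAD⁺, 0.25 U/mL FDH; ΔRFU over 30 min.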
Active calls of the source: *; u = inconclusive; [ ] = remark or other dose. Potency means the concentration at half of the fitted maximal effect. These rows are one share of the data (hit frequency here may not be typical).

KDM5B inh	Compound
0%	CN(C)C(=O)c1cccc(NCC(=O)NC(=O)NCc2ccccc2)c1
17%[115 µM]	CC(C)c1ccc([S+](=O)([O-])c2nnn3c2nc(NC2CC2)c2ccccc23)cc1
-2%	COc1ccc(C(=O)N2CCC3(CC2)NC(=O)N(Cc2cccc(Cl)c2)C3=O)cc1
2%	CCC(C)C(=O)Nc1cc(S(=O)(=O)N(CC)CC)ccc1N1CCOCC1 (stereo unspecified)
-4%	CC1CCCN(Cc2nc3c(c(=O)n(C)c(=O)n3C)n2Cc2ccc(Cl)cc2Cl)C1 (stereo unspecified)
-15%	CCc1ccc2oc(C(=O)Nc3nc(-c4ccccc4)ns3)c(C)c2c1
u	C=CCn1c(SCC(=O)N2CCCC2)nc2c([nH]c3ccccc32)c1=O
-20%	COc1cc(C(C)=O)ccc1OCc1ccc(C#N)cc1
11%	O=C(CSc1nc2cc(Cl)ccc2s1)NC1CCCC1
-3%	O=C(/C=C/c1ccc(-c2cccc([N+](=O)[O-])c2)o1)N1CCOCC1
8%[86.2 µM]	O=C(NC[C@H]1OC[C@@H](NC2CCCCC2)[C@@H]1O)c1ccccc1
u	Fc1ccc(Nc2cc3c(cn2)CN(Cc2ccccc2)CCN3)cc1
22%	CC(C)(C)OC(=O)N[C@@H](Cc1ccccc1)c1nnc(SCC(N)=O)o1
-29%	CN(C)c1ccc(CNC(=O)c2ccc(Cn3c(=O)c4cccn4c4cccnc43)cc2)cc1
4%	COc1cc(-c2cc(C(=O)O)c3cc(C)ccc3n2)ccc1O
1%	COc1ccc(C(=O)N2CC3(Cc4ccccc4N(C(C)=O)C3)C2)cc1
-1%	Cc1cc(C(=O)N2CCCC(c3nc(C4CCOCC4)no3)C2)nn1C (stereo unspecified)
-11%	CC(=O)NCCNC(=O)c1ccc2ccccc2n1
u	CCC(=O)Nc1nnc(S(=O)(=O)N(C)c2ccccc2)s1
-9%	O=C(c1ccc(F)cc1F)N1CCC2(CC1)N=C(c1ccc(Br)cc1)NO2
6%[86.2 µM]	O=C(O)CCn1ncc2cc(OCC3CCN(C(=O)COc4ccccc4)CC3)ccc21
12%	COc1cc(=O)oc(-c2ccccc2)c1C(C)=O
20%	O=C(CCC[C@@H]1[C@H]2CCCN3CCC[C@@H](CN1S(=O)(=O)c1cccc(F)c1)[C@@H]23)N1CCOCC1
-7%	O=C(CN1C(=O)c2ccccc2S1(=O)=O)c1cccc(Br)c1
0%[86.2 µM]	COc1cccc(CN2CCc3nc(C(=O)N4CCOCC4)oc3CC2)c1
-3%	COc1ccc(NC(=O)C(=O)NCCc2sc(-c3ccc(Cl)cc3)nc2C)cc1
7%	Cc1ccsc1C(=O)N1CCN(c2cc(-c3ccccc3)[nH]n2)CC1
2%	CCOC(=O)c1cnc2c(C)cc(C)cc2c1Nc1ccc(O)cc1
9%	C=CCn1c(N2CCN(c3cccc(Cl)c3)CC2)nc2c1c(=O)[nH]c(=O)n2C
3%	O=C(Nc1ccccc1)N(Cc1cccc(Cl)c1)c1ccccn1

Some of these compounds in order of formula weight, smallest number first:
KDM5B inh	Compound
12%	COc1cc(=O)oc(-c2ccccc2)c1C(C)=O
-11%	CC(=O)NCCNC(=O)c1ccc2ccccc2n1
11%	O=C(CSc1nc2cc(Cl)ccc2s1)NC1CCCC1
-3%	O=C(/C=C/c1ccc(-c2cccc([N+](=O)[O-])c2)o1)N1CCOCC1
2%	CCOC(=O)c1cnc2c(C)cc(C)cc2c1Nc1ccc(O)cc1
u	Fc1ccc(Nc2cc3c(cn2)CN(Cc2ccccc2)CCN3)cc1

(continued)
KDM5B inh	Compound
-18%	Cn1c(=O)[nH]c2cc(-c3noc(-c4ccc(Br)cc4)n3)ccc21
17%	Cc1ccc(C(=O)N/N=C/C(C)c2ccccc2)c(C)c1 (stereo unspecified)
-20%	CCc1nc(-c2c3n(c(=O)n(Cc4ccc(OC(F)(F)F)cc4)c2=O)CCCC3)no1
11%[86.2 µM]	CN(C(=O)Cc1ccc(F)cc1)C1CCc2ccccc21 (stereo unspecified)
-10%	C(=Nc1ccc(N2CCOCC2)cc1)c1c[nH]c2ccccc12
u	Cc1ccc(-n2ncc3c(Nc4ccccc4C)ncnc32)cc1
15%	CCONC(=O)Cc1ccccc1C
-27%	O=C(Cn1ccccc1=O)N1CCC(N2CCSCC2)CC1
u	C[C@@H]1C(=O)O[C@H]2[C@H]1CC[C@@]1(C)Cc3sc(NC(=O)c4c(F)cccc4F)nc3[C@@H](C)[C@H]21
-29%	O=C(CCc1nc2ccccc2s1)NCc1cccc(C(F)(F)F)c1
14%[86.2 µM]	CC[C@H]1CN(S(=O)(=O)c2ccc(OC)cc2)CC[C@H]1CC(=O)N(C)CC#N
20%	COc1ccccc1CNC(=O)C[C@@H]1[C@H](O)CCC2[C@](C)(CO)[C@H](OC(=O)NC3CCCCC3)CC[C@]21C (stereo partly specified)
-23%	CCC(C)NC(=O)N1CC(n2cc(C(=O)NCC3CC3)nn2)C1 (stereo unspecified)
8%	COC(=O)/C(=C/c1cccc(OC)c1)c1ccccc1
7%[149 µM]	CN(C)CCC(=O)N1Cc2ccccc2CC2(CCCCN2C)C1 (stereo unspecified)
14%	CCOc1ccc(CN(C)C(=O)Cn2c(=O)c3c(ncn3CC)n(Cc3ccccc3)c2=O)cc1
17%	CSc1ncccc1C(=O)Nc1cccc(S(=O)(=O)N2CCCCC2)c1
-18%	CC(C)CCN1C(=O)CC[C@H]2CN(C(=O)Cc3c[nH]c(=O)[nH]c3=O)CC[C@H]21
20µM*	COc1ccc(-c2ccc3c(n2)CN(Cc2ccccc2)C(=O)CO3)cc1F
14%	CCCn1c(CSc2nnc(C3CC3)n2-c2ccccc2)nc2cc(S(=O)(=O)N(C)C)ccc21
0%	Cc1cc(C)c([C@@H]2C[C@H]3CN(C4CCCC4)C(=O)[C@]34CCCN24)c(-n2cccn2)c1
-21%	O=C(Nc1ccc(S(=O)(=O)Nc2ccccn2)cc1)c1cccc(Cl)c1
-2%	Cc1ccc(CNC(=O)c2cc(-c3ccncc3)nc3ccccc23)cc1
-27%	COc1ccc(C(C)NC(=O)c2nnn3cc(C)[nH]c(=O)c23)cc1 (stereo unspecified)
u	CC(C)CCNc1nc(Nc2ccccc2)c2cnn(C)c2n1
u	COc1ccccc1N1CCN([C@@H]2[C@H](O)[C@H](CO)O[C@@H]2CN(C)C)CC1
10%	CCCCN(C)S(=O)(=O)c1ccc(C(=O)Nc2ccc(Cl)c3ncsc23)cc1
11%	CCNC(=O)N1CC(Oc2ccc(-c3nc(C)no3)cc2)C1
14%	Cc1ccccc1C(=O)NC1CCCCC1C (stereo unspecified)
2%[86.2 µM]	C[C@@H](NC(=O)C1=C[C@@H](NC(=O)Nc2cccc(F)c2)[C@@H](O)[C@H](O)C1)C(N)=O
u	COc1cccc(-n2c(-c3ccccc3F)nc3c(cnn3-c3ccc(C)cc3)c2=O)c1
u	COc1ccc(-c2nn(C)c3sc(C(=O)Nc4cccc(F)c4)cc23)cc1OC
u	COC(=O)CSc1ccc2nnc(CCNS(=O)(=O)c3ccc(C)cc3)n2n1
-8%	Cc1ccc(C)c(NC(=O)Cn2c(=O)n(-c3ccc(F)cc3)c(=O)c3c2cc(C)n3C)c1
8%	O=C(c1ccc(C2CCCNC2)cc1)N1CCC(Oc2cccc(F)c2)CC1 (stereo unspecified)
-6%[86.2 µM]	COc1ccc(-c2cnc([C@@H]3COCCN3Cc3ccccc3)[nH]2)cc1
-3%	Cc1ccc(N(Cc2cccs2)C(=O)Nc2cccc(Cl)c2)cc1
-12%	CCOC(=O)c1ccccc1NC(=O)CN1CCCN(Cc2ccccc2)S1(=O)=O
u	Cc1cc(C)cc(C(=O)NC2CCN(c3cc(-c4cccs4)[nH]n3)C2)c1 (stereo unspecified)
-7%	CCN(CC)C(=O)CN(C)c1ncnc2sc3c(c12)CCC(C)C3 (stereo unspecified)
u	O=C(CCSc1ccc(Cl)cc1)Oc1ccc2ccc(=O)oc2c1
15%	Cc1ccc(NC(=O)N2CC(C(=O)N(C)C)C3(CCOCC3)C2)c(C)c1 (stereo unspecified)
u	CCOc1ccccc1CN1CCC2(CCN(Cc3ccc(F)cc3)CC2)Oc2ccccc21
-3%	NC1=NC(=O)/C(=C/c2ccc(OCC(=O)O)cc2)S1
-28%	COc1ccc(NC(=O)NC(C)c2c(-n3cccc3)sc(C)c2C)cc1OC (stereo unspecified)
-22%	COCc1nnc2n1CCC(NC(=O)C1CC=CC1)CC2 (stereo unspecified)
8%[86.2 µM]	COc1ccc(CN2C[C@H]3CN(Cc4ccc(NC(C)=O)cc4)CCN3C2=O)cc1
u	Cc1oc2c(c1C(=O)N1CCCCCC1)CN(Cc1cccc(F)c1)CC2
3%	Cc1cc(C(=O)N2CCCN(S(=O)(=O)c3ccccc3)CCC(=O)NCC2)n(C)n1
-18%[86.2 µM]	O[C@H]1[C@H](NCc2ccc(OC(F)(F)F)cc2)[C@H]2CO[C@H](O2)[C@@H]1N1CCOCC1
-18%	CN1C(=O)C(CC(=O)NC2CCC(O)CC2)(Cc2ccccc2)c2ccccc21 (stereo unspecified)
u	Cc1ccc2c(=O)c(-c3nc(-c4ccc(Cl)cc4)no3)cn(CC(=O)NCc3ccco3)c2n1
-1%	Cc1ccc(S(=O)(=O)Nc2ccc(-c3cn4ccsc4n3)cc2)s1
7%	COc1ccc(CC(=O)N2[C@@H]3CC[C@H]2CC(NC(=O)c2cnc(C)cn2)C3)cc1 (stereo partly specified)
-19%	CCOc1ccc(C(=O)N2C[C@@H](COC)[C@H](C(N)=O)C2)cc1
-28%	O=C(c1ccc(F)cc1)N1CCC(CCc2ccc(O)cc2)CC1
-12%	O=C1CS(=O)(=O)C2(C(=O)N(Cc3ccccc3)c3ccccc32)N1c1ccccc1 (stereo unspecified)
u	Cc1ccc(Nc2ncnc3c2cnn3-c2ccccc2)c(C)c1
5%	CN(Cc1ccco1)C(=O)c1ccc2ncsc2c1
-20%	CCOc1cc(C(=O)NCCc2csc3nc(-c4ccc(C)cc4)nn23)cc(OCC)c1OCC

Of the compounds above, these contain a COOH group.
KDM5B inh	Compound
4%	COc1cc(-c2cc(C(=O)O)c3cc(C)ccc3n2)ccc1O
6%[86.2 µM]	O=C(O)CCn1ncc2cc(OCC3CCN(C(=O)COc4ccccc4)CC3)ccc21
-3%	NC1=NC(=O)/C(=C/c2ccc(OCC(=O)O)cc2)S1

(listing goes on)
KDM5B inh	Compound
-20%	Cc1ccc(OCCC2CCN(C(=O)CCn3nc(C)cc3C)C2)cc1 (stereo unspecified)
-2%	CC(C)c1ccc2c(c1)-c1ccccc1S(=O)(=O)N2CC(=O)NCc1ccco1
14%	C=CCNC(=O)[C@@H]1C[C@@H](O)CN1C1CCN(C(=O)c2cccc(OC)c2)CC1
-21%	O=C(Cn1c(=O)oc2ccccc21)NCC1Cn2cccc2C(=O)N1Cc1cccnc1 (stereo unspecified)
13%	CS(=O)(=O)Cc1cccc(C(=O)Oc2ccc(Cl)c(Cl)c2)c1
u	CN1CCN(c2nc3c(c(=O)[nH]2)CCN(Cc2ccccc2Cl)CC3)CC1
9%	C[C@@H]1C(=O)O[C@H]2[C@H]1CC[C@@]1(C)Cc3sc(NS(=O)(=O)c4ccc(F)cc4F)nc3[C@@H](C)[C@H]21
24%	Cc1noc(C)c1CCC(=O)NCc1cc2n(n1)CCN(C(=O)N(C)C)C2
-15%[86.2 µM]	CC(=O)NC1(C)CCCN(Cc2cc(Br)cs2)C1 (stereo unspecified)
7%	Cc1ccccc1N1CC(C(=O)Nc2ccc(Br)cc2)CC1=O (stereo unspecified)
1%[86.2 µM]	Cc1ccc(NC2=N[C@H]3[C@@H](O)[C@H](O)C[C@H](C(=O)N4CCC(C(N)=O)CC4)[C@H]3S2)cc1
13%[86.2 µM]	CC(C)CN1C(=O)COC[C@@H]1[C@H](O)c1ccc(NC(=O)c2cccnc2)cc1
-3%	COc1ccc(-n2cc(C(=O)OCc3ccc(Cl)cc3)c3ccccc3c2=O)cc1
18%	CCN(C(=O)COc1ncnc2ccc(Br)cc12)c1ccccc1
u	CCc1ccc(NC(=O)CSc2nc3c(sc4ccccc43)c(=O)n2CCN(CC)CC)cc1
-14%	O=C(NCc1ccccc1)Nc1cccn2ncnc12
u	Cc1cc(C)nc(NS(=O)(=O)c2ccc(Nc3nc(-c4ccc(C(C)C)cc4)cs3)cc2)n1
-4%	S=C(NCCc1c[nH]c2ccccc12)Nc1ccc(Br)cc1
1%	N#Cc1ccc(NC(=O)C2CC(c3ccc(F)cc3)=NO2)cc1 (stereo unspecified)
-15%	Cn1cc(C(=O)NCCNC(=O)Cc2ccc(F)cc2)c2ccccc21
-24%	Cc1ccc(-c2noc(-c3ccccc3NC(=O)C3CC(=O)N(c4ccccc4C)C3)n2)cc1 (stereo unspecified)
-27%	O=C1NCCCCCCN(C(=O)c2cc3ccccc3[nH]2)[C@H]2CCC[C@@H]12
16%	O=C(CN1CC2CC(C1)[C@H]1CCCC(=O)N1C2)NCc1cccc(C(F)(F)F)c1 (stereo partly specified)
u	CCOC(=O)c1cc2c(=O)n3ccccc3nc2n(C)c1=NC(=O)c1cc2ccccc2o1
u	c1ccc(CCc2nc3nccc(-c4ccsc4)n3n2)cc1
-14%	Cn1ncc(N2CCCC(CC(=O)Nc3cccc(Cl)c3)C2)cc1=O (stereo unspecified)
10%	COc1ccc(CC2C(=O)N(C)c3ccc(Br)cc32)cc1 (stereo unspecified)
8%	Cc1csc(/C(C#N)=C\c2ccccc2OC(F)F)n1
